# Screens from PubChem BioAssay.
# AT treatment – potential ataxia-telangiectasia treatment | […] A-T fibroblasts, KAP-1 phosphorylation AlphaLISA; neocarzinostatin DNA damage 30 min before lysis | Potency, µM (top dose mostly 57.5 µM), without a hit: top-dose activation, hits mostly activators | hit rate 0.19% among 320,000 | AID 485349; also: potency is read from the fitted curve at half-maximal effect; % of control where 0% means no effect; nearly all actives have a fitted effect of over 45% in size
#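 ATM-like activity read as KAP-1 phosphorylation via AlphaLISA donor/acceptor antibody pairs after lysis and 6 hr at 25C. Cells were ATM-null patient fibroblasts ([…], hTERT), dosed 60 min, then exposed to the DSB inducer NCS for 30 min.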
# S-ASM inh – human S-ASM enzyme inhibition. hit rate 0.006% among 340,000. placental ASM, HMU-PC fluorogenic substrate, 60 min. Potency, µM (doses to about 57.5 µM), for the others: top-dose activity change, negative = inhibition, hits mostly inhibitors. AID 504937; also: potency is read from the fitted curve at half-maximal effect
#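 Steps: dispense placental human ASM, pin compound, wait 10 min at room temperature, add HMU-PC0 substrate at 9 uM final, incubate 60 min at 37 °C, add stop solution raising pH to 10, read fluorescence.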
# MBNL1 CUG block – MBNL1-poly(CUG) RNA binding inhibition. Potency, µM (series often up to 57.5 µM), without a hit: top-dose activity change, negative = inhibition, hits mostly inhibitors. TR-FRET MBNL1-His/biotin-(CUG)12 binding, 665/545 ratio. AID 2675. Q9NR56. hit rate 0.036% among 280,000; active = well fitted inhibition curve with a large enough effect in the signal ratio, with a control signal flat, not every such curve was filed as active; inconclusive = small, poorly fitted or top-dose-only effect, or effect the other way, or a change in a side signal; inactive = no such curve, though single readings can be large or run the other way; the % refers to the signal ratio; also: potency is read from the fitted curve at half-maximal effect; % is scaled to controls: 0 for no effect and ±100 for the full control effect
# Target sequence (Q9NR56 whole entry, looked up): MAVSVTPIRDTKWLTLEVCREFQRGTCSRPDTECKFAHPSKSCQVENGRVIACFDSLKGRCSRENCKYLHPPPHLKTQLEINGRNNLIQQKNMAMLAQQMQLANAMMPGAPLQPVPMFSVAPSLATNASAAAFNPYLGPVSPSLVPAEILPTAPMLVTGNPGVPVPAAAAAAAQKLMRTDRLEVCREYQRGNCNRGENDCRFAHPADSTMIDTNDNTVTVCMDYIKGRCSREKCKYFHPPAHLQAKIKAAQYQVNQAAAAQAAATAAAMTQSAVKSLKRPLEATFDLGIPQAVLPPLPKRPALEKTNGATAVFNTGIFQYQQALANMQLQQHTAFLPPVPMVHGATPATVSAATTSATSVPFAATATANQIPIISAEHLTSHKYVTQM
#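 TR-FRET between His-tagged MBNL1 and biotin-(CUG)12 RNA, detected with Tb anti-His antibody (0.055 ng/ul) and streptavidin-XL665 (5 nM), 60 min at room temperature. Compounds titrated 92 nM to 58 uM; 665/545 nm ratio normalized to buffer and complex controls.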
# TSG101-PTAP inh – blocks PTAP/TSG101 interaction to inhibit HIV-1 budding; AID 493005; Potency, µM (top dose mostly 115 µM), for inactives: at the top dose activity change, negative = inhibition, actives largely listed as inhibitors; Fluorescence polarization, FITC-PTAP peptide / Tsg101 binding; Q99816; 340,000 tested, under 10 active; active = well fitted inhibition curve with a large enough effect in the main read-out, with a control signal flat, not every such curve was filed as active; inconclusive = small, poorly fitted or top-dose-only effect, or effect the other way, or a change in a side signal; inactive = no such curve, though single readings can be large or run the other way; also: potency is read from the fitted curve at half-maximal effect; % of control where 0% means no effect
#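 Fluorescence anisotropy tracks displacement of a FITC-tagged PTAP peptide (50 nM) from the Tsg101 binding domain (10 uM), following a 20 min room-temperature incubation at pH 7.5.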
# MLL CXXC-DNA inh – MLL CXXC-DNA interaction inhibition; hit rate 0.037% among 290,000; MLL-CXXC / FITC-HOXA9 DNA fluorescence polarization; AID 2662; Potency, µM (titrated, usually from 115 µM), for the others: top-dose activity change, negative = inhibition, actives largely listed as inhibitors; active = well fitted inhibition curve with a large enough effect in the polarisation, with a control signal flat, not every such curve was filed as active; inconclusive = small, poorly fitted or top-dose-only effect, or effect the other way, or a change in a side signal; inactive = no such curve, though single readings can be large or run the other way; the % refers to the polarisation; also: potency is read from the fitted curve at half-maximal effect
#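 Purified MLL-CXXC (added from a 7 uM solution) was preincubated 5 min at ambient with pinned compounds in 50 mM Tris-HCl pH 7.5, 50 mM NaCl, 1 mM DTT, 0.05% BSA. Fluorescein-labeled HOX-A9 DNA (50 nM solution) followed, 30 min, then polarization read.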
# Menin-MLL TR inh – menin-MLL binding inhibition, Texas Red mutant peptide. hit rate 0.23% among 270,000. Menin + Texas Red MLL mutant peptide, fluorescence polarization. Potency, µM (top dose mostly 61.6 µM), inactives show at the highest dose FP activity change, negative = inhibition, most hits filed as inhibitors. AID 1768. O00255; active = well fitted inhibition curve with a large enough effect in the polarisation, with a control signal flat, not every such curve was filed as active; inconclusive = small, poorly fitted or top-dose-only effect, or effect the other way, or a change in a side signal; inactive = no such curve, though single readings can be large or run the other way; the % refers to the polarisation; also: potency is read from the fitted curve at half-maximal effect; % of control where 0% means no effect; many of its hits are not listed in these tables
# Target sequence (O00255 whole entry, looked up): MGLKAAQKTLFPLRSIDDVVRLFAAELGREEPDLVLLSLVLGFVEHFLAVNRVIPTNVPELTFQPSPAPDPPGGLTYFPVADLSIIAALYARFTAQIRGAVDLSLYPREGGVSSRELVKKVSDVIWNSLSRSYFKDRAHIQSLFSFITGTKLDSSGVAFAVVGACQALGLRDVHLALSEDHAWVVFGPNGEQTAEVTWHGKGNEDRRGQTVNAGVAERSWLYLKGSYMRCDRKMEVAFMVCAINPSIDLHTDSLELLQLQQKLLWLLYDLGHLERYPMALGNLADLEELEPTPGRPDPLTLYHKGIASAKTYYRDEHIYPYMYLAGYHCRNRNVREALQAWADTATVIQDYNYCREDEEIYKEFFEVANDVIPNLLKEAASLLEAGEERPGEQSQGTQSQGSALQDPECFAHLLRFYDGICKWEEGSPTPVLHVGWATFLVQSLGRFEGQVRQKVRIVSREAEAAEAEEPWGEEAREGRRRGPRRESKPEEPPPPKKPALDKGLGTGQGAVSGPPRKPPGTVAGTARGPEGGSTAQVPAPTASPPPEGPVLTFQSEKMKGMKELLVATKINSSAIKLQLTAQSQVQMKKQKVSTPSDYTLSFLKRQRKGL
# Integrin act MD – activators of alpha7 integrin expression for muscular dystrophy; alpha7betagal myoblasts, beta-gal FDG fluorescence, 48 h; AID 624291; Potency, µM (top dose mostly 38.3 µM), inactives show at the highest dose activation, most hits filed as activators; hit rate 0.064% among 350,000;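 also: potency is read from the fitted curve at half-maximal effect; 100% = response of the positive control SU9516; nearly all actives have a fitted effect of over 60% in size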
#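 alpha7betagal+/- myoblasts (passage 13, 250/well) treated 48 h at 37C with compounds at 1:260 dilution of DMSO stock. Lysed, then beta-galactosidase activity read as FDG fluorescence (ex 480/em 540) after 30 min, with pre-read for autofluorescence.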
# TSHR antag – blocks TSH signaling through the human TSH receptor; P16473; TSHR-expressing cells, TSH-stimulated cAMP HTRF, 2 h; stronger effect = lower value; activity change, negative = inhibition, % at 11.5 µM; hit rate 0.2% among 330,000; AID 504810;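 active = activity change below a set negative limit, meaning inhibition stronger than a set level, cut at about -70% in these data; inconclusive = activity change between two set negative limits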; also: % is scaled to controls: 0 for no effect and ±100 for the full control effect
#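 Competitive HTRF cAMP read-out (cryptate anti-cAMP antibody, cAMP-d2; 30 min, room temperature) in freshly harvested TSHR cells. Compounds added before TSH at EC80 (4nM final), followed by 2 hours' incubation at 37 deg C.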
# TCR act – activators of T cell receptors. 330,000 tested, under 10 active. Potency, µM (titrated, usually from 9.22 µM), inactives show top-dose activation of IL-2 secretion, usual class: activators. primary human leukocytes, anti-CD3, IL-2 HTRF, 48 h; also: % of control where 0% means no effect
#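 Human primary leukocytes + a-CD3 beads + cpd, 48 hr; IL-2 in supernatant by HTRF (ex 320nm / em 665nm). No co-stimulatory signal supplied.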
# Mito fusion act – mitochondrial division inhibition or fusion activation | S. cerevisiae fusion-defective mutant growth rescue, CellTiterGlo 48 h | Potency, µM (highest dose often 46.1 µM), inactives show at the highest dose growth rescue (activation), actives largely listed as activators | hit rate 0.23% among 320,000;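 also: potency is read from the fitted curve at half-maximal effect; % of control where 0% means no effect; nearly all actives have a fitted effect of over 45% in size; temperature-sensitive fusion mutants such as fzo1-1 at 37 °C on non-fermentable ethanol glycerol medium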
#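 Compounds are tested for their ability to restore growth of mitochondrial fusion-defective yeast strains at non-permissive 37C in YPEG medium over 48 hours. Viability is quantified by luciferase luminescence.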
# An asterisk follows results filed as active; u = inconclusive; x = no result given; [ ] = remark or other dose. Unless noted, calls follow the shape of the dose curve; as a rule, active = well fitted curve in the direction sought with a large enough effect; inconclusive = small, poorly fitted or top-dose-only effect, or another doubt; inactive = no such curve, though single readings can be large; an effect the other way counts as inactive or inconclusive.
Molecule	Integrin act MD	TCR act	S-ASM inh	TSG101-PTAP inh	Mito fusion act	Menin-MLL TR inh	TSHR antag	MLL CXXC-DNA inh	AT treatment	MBNL1 CUG block
NC(=O)c1ccc(NC(=O)COC(=O)CC2CC3CCC2C3)cc1 (centres undefined)	4%	2%	-3%	-7%	x	x	-1	x	-4%	x
O=C(CN1CCN(Cc2ccccc2)CC1)Nc1ccc(Br)cc1	24%	6%	-3%	-5%	-11%	u	6	3%	-7%	-4%
COCCNC(=O)/C(C#N)=C/c1cn(CC(=O)NCc2ccco2)c2ccccc12	-14%	-3%	76%	3%	1%	4%	-3	-10%	-5%	u
Cc1ccc(C(=O)N2CCN(c3ccc(NC(=O)c4ccc5c(c4)OCCO5)cc3)CC2)cc1	-9%	8%	-2%	-3%	2%	x	-34	-4%	-1%	-4%
O=C(CN1CCC(C(=O)c2cccc(Cl)c2)CC1)Nc1ccc(C(=O)O)cc1	3%	1%	-3%	0%	11%	9%	-8	11%	-3%	-14%
CCCCC(c1nnnn1CC1CCCO1)N1CCN(c2nc3ccccc3s2)CC1 (centres undefined)	-29%	-5%	-5%	-3%	14µM*	u	-14	4%	6%	4%
COc1ccc2cc(C(=O)O)n(CC(=O)c3ccccc3)c2c1	18%	2%	-1%	0%	-5%	13%	2	4%	-2%	0%
Cc1nc2ccc([N+](=O)[O-])cc2c(=O)n1Cc1ccccc1Br	-5%	-3%	10%	-1%	5%	u	-6	8%	5%	u
CC(C)CCN(C(=S)Nc1cccc(C(F)(F)F)c1)C(C)c1ccccn1 (centres undefined)	-15%	2%	-3%	-3%	0%	x	-4	-3%	23%	-5%
O=C1N[C@@H](c2ccccc2)COC(=O)[C@@H](Cc2ccc(F)cc2)C/C=C\C[C@@H]1CC(=O)N(CCO)Cc1ccccc1	-6%	-3%	0%	-7%	x	x	-18	x	8%	x
COc1ccc(NC(=O)C2=NN(c3ccccc3)C(=O)CC2)cn1	-13%	-2%	-1%	0%	-7%	x	1	x	6%	x
Cc1cc([N+](=O)[O-])nn1CC(=O)NCc1ccccc1	8%	x	-1%	-6%	0%	-5%	6	10%	-12%	8%
CCOc1ccc(N(CC(=O)NC2CCCCC2)C(=O)Cn2nnc(-c3ccc(C)o3)n2)cc1	-26%	5%	-2%	0%	-13%	-15%	8	-2%	0%	-6%
COc1cc([N+](=O)[O-])cc(/C=N/NC(=O)C(C)Nc2cccc3ccccc23)c1O (centres undefined)	-5%	-1%[46.1 µM]	-11%	-3%	4%	u	-5	6%	3%	u
CCC(=O)N1CCc2cc(Br)cc(S(=O)(=O)N(C)c3ccc(OC)cc3)c21	14%	-4%	-11%	-1%	13%	0%	7	3%	13%	0%
COc1ccc(C(=O)COC(=O)c2sc(C)nc2C)cc1Cl	-30%	-9%	0%	-6%	0%	x	-10	x	3%	x
O=C(NCC1CCCO1)c1ccc2c(=O)n(CCc3ccccc3)c(=O)[nH]c2c1 (centres undefined)	15%	3%	200%[activator]	-10%	2%	0%	-11	-6%	0%	22%
N#C/C(=C\c1cn(CC(=O)N2CCCC2)c2ccccc12)C(=O)NCc1ccc2c(c1)OCO2	-15%	-1%[46.1 µM]	32%[activator]	-10%	5%	-5%	0	14%	-4%	u
CNC(=S)NCCc1ccc(OC)cc1	7%	-5%	5%	-2%	-5%	0%	-3	-7%	-1%	3%
O=C(NN=C1c2ccccc2-c2ccccc21)c1cccc(Br)c1	-3%	-1%[46.1 µM]	-9%	-1%	-3%	5%	5	5%	2%	-3%

# Complete entries from above. Values in the order: Integrin act MD	TCR act	S-ASM inh	TSG101-PTAP inh	Mito fusion act	Menin-MLL TR inh	TSHR antag	MLL CXXC-DNA inh	AT treatment	MBNL1 CUG block
# Entry for `Cc1ccc(C(=O)N2CCN(c3ccc(NC(=O)c4ccc5c(c4)OCCO5)cc3)CC2)cc1` : -9%	8%	-2%	-3%	2%	x	-34	-4%	-1%	-4%
# Entry for `NC(=O)c1ccc(NC(=O)COC(=O)CC2CC3CCC2C3)cc1` (centres undefined) : 4%	2%	-3%	-7%	x	x	-1	x	-4%	x
# Entry for `COc1ccc(NC(=O)C2=NN(c3ccccc3)C(=O)CC2)cn1` : -13%	-2%	-1%	0%	-7%	x	1	x	6%	x
# Entry for `COc1cc([N+](=O)[O-])cc(/C=N/NC(=O)C(C)Nc2cccc3ccccc23)c1O` (centres undefined) : -5%	-1%[46.1 µM]	-11%	-3%	4%	u	-5	6%	3%	u

# Individual results from above:
# Value of NC(=O)c1ccc(NC(=O)COC(=O)CC2CC3CCC2C3)cc1 (centres undefined) in TSHR antag: -1
# Value of COc1ccc(NC(=O)C2=NN(c3ccccc3)C(=O)CC2)cn1 in TSG101-PTAP inh: 0%

# More results follow.
Molecule	Integrin act MD	TCR act	S-ASM inh	TSG101-PTAP inh	Mito fusion act	Menin-MLL TR inh	TSHR antag	MLL CXXC-DNA inh	AT treatment	MBNL1 CUG block
C[C@H](CO)N1C[C@H](C)[C@@H](CN(C)C(=O)NC2CCCCC2)Oc2c(NS(=O)(=O)c3cn(C)cn3)cccc2C1=O	16%	0%	-2%	x	x	x	-6	x	5%	x
CC1CCCCC12NC(=O)N(CC(=O)N1CCN(S(=O)(=O)c3ccc4c(c3)CCC4)CC1)C2=O (centres undefined)	1%	8%	-2%	0%	-1%	x	14	x	-8%	x
O=S(=O)(c1cccc2ccccc12)n1nnc2ccccc21	-7%	-75%	2%	-3%	-1%	-2%	8	-4%	-2%	-4%
CCOC(=O)C1=NOC(C(=O)NN(C)c2ncc(C(F)(F)F)cc2Cl)C1 (centres undefined)	0%	3%	2%	0%	-2%	8%	1	-2%	-1%	-8%
CN(C(=O)CSc1ncn[nH]1)C1(C#N)CCCCC1	11%	-2%	0%	-6%	x	x	x	x	-9%	x
C#CCNC(=O)C1=C[C@H](c2ccc(C(F)(F)F)cc2)C[C@H](OCCCCO)O1	-7%	-9%	3%	-1%	-3%	-4%	-5	-16%	11%	3%
Fc1ccc(Cn2ccc(-c3cnc(-c4ccccc4)s3)n2)cc1	-20%	-28%	44%[activator]	-4%	5%	20%	-30	-5%	3%	-5%
O=C(COC(=O)c1ccccc1O)NCc1ccccc1Cl	24%	x	3%	-11%	x	x	9	x	-2%	x
CC(=O)N1c2ccccc2S(=O)(=O)c2c1ccc1ccccc21	15%	4%	-17%	-1%	x	x	x	x	x	x
COc1ccccc1NC(=O)C1CCN(C(=O)C2CC(=O)N(c3ccc(C)cc3)C2)CC1 (centres undefined)	1%	-9%	-2%	-6%	-5%	x	0	2%	1%	-3%
O=c1c2c([nH]n1-c1ccccc1)CCSC2	0%	-3%	5%	0%	0%	1%	1	10%	-9%	-8%
Cc1ccc(-n2c(=O)cc(N3CCN(Cc4ccccc4)CC3)[nH]c2=O)cc1	-7%	4%	2%	-5%	-3%	6%	1	1%	-1%	-4%
O=C(O)c1cccc(S(=O)(=O)Nc2ccccc2-c2ccccc2)c1	13%	-3%	7%	-4%	5%	1%	-4	-2%	0%	0%
O=C(c1cccc(C(F)(F)F)c1)C1CCCN(C(=O)c2cc(C3CC3)[nH]n2)C1 (centres undefined)	-18%	-6%	-1%	-6%	8%	-5%	-14	0%	8%	-2%
COC(=O)c1ccc(COc2ccccc2[N+](=O)[O-])o1	5%	19%[46.1 µM]	-1%	-4%	6%	-9%	-5	0%	6%	3%
COc1cc2ccccc2cc1C(=O)N/N=C/c1cccnc1	-24%	-5%	3%	2%	-4%	2%	-12	2%	2%	u
COc1ccc(NC(=O)c2ccc(S(=O)(=O)N(C)C)cc2)cc1	1%	-6%	-3%	0%	2%	12%	12	0%	0%	6%
COc1ccc(CC(=O)OCC(=O)Nc2c(C)n(C)n(-c3ccccc3)c2=O)cc1	-8%	-3%	-2%	-1%	3%	3%	25	-8%	-44%[inhibitor]	-7%
Cc1ccc(NC(=O)c2ccc(Cl)cc2[N+](=O)[O-])nc1	-8%	-5%	3%	0%	-6%	3%	9	-6%	0%	-8%

# An excerpt. The share of hits here may be higher or lower than overall.
